High-throughput results (PubChem)
hDAT+cocaine: human DAT dopamine uptake with cocaine, either direction; LLC-PK1 hDAT cells, [14C]-dopamine uptake with cocaine IC80; actives deviate in either direction; Q01959; AID 449768; 110,000 tested, 1.3% active; B-score at 10 µM;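 active = Z score or B-score, a plate-position-corrected score, falls beyond the plate's 99.7% confidence bounds, in either direction; inactive = both scores lie inside the 99.7% bounds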;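 note: scored against the spread of the other compound wells on the same plate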
S1P2 antag: blocks the human S1P2 receptor; O95136; cell-based S1P2 antagonist assay, inhibition at 5 uM; inhibition, % at 5 µM; 97,000 tested, 0.21% active; in the data active = inhibition above about 45%;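 note: CRE beta-lactamase reporter cells expressing human S1P2 stimulated with S1P; 0% = agonist at EC80 alone and 100% = agonist plus reference antagonist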
CYP2C19 act: increases human CYP2C19 enzyme activity; AID 1025; P33261; 96,000 tested, under 10 active; recombinant CYP2C19, luciferin-H EGE luminescence; stronger effect = higher value; 0 = fully inhibited enzyme, 1 = untreated enzyme; activation factor at 5 µM;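 active = activation factor of at least 2 at 5 µM in the primary screen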;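 note: 0 = wells with 2.5 mM tranylcypromine and 1 = vehicle-only wells; values of inactives mirror those of a sister screen read the other way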
Target sequence (P33261 whole entry, looked up): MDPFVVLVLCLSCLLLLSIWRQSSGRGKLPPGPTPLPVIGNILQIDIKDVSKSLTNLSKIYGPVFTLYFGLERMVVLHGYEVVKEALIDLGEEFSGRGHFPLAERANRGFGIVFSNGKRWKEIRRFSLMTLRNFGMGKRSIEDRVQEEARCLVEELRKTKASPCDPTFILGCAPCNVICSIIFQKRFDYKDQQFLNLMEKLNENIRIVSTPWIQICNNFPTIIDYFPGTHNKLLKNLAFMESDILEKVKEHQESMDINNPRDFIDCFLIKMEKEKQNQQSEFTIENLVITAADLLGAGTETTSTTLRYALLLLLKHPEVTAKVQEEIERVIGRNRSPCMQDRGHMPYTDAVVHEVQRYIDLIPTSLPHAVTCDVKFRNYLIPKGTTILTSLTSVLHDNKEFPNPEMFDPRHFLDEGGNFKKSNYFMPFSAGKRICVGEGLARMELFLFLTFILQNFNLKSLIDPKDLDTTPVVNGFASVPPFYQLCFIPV
S1P2 ag: agonists of human S1P2 receptor | S1P2-expressing cell line, agonist reporter read-out | 97,000 tested, 0.46% active | activation, % at 4.5 µM | O95136; in the data active = activation above about 16%;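 note: 0% = vehicle low control and 100% = maximal reference agonist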
sEH inh: inhibitors of human soluble epoxide hydrolase; recombinant human sEH enzymatic activity assay; inhibition, % at 2 µM; 91,000 tested, 0.34% active; in the data active = inhibition above about 80%; note: values of inactives mirror those of a sister screen read the other way; many of its hits are not listed in these tables
Target sequence (P34913 whole entry, looked up): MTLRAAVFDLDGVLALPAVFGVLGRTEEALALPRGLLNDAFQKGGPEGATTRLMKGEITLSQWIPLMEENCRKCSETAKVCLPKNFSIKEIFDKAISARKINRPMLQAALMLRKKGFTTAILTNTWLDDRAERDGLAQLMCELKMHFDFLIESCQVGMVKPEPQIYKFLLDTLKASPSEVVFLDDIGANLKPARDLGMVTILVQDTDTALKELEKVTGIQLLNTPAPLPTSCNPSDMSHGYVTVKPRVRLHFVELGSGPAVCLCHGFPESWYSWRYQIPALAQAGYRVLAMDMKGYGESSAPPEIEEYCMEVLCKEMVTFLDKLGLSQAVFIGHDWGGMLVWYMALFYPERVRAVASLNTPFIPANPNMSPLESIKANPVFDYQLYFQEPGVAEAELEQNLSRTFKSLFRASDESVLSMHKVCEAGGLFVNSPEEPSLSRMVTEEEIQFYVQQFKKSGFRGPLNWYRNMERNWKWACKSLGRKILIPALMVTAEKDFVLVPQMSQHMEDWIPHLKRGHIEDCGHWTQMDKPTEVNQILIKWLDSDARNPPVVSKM
PostGolgi ctrl: yeast control strain growth, post-Golgi counter-screen. efflux-deficient yeast background strain, growth absorbance A615, 16 h. inhibition, % at 10 µM. 98,000 tested, 5% active
sEH act: soluble epoxide hydrolase (human) activation; P34913; purified human sEH enzymatic activity, activator screen; activation, % at 2 µM; 91,000 tested, 0.04% active; in the data active = activation above about 37%; note: values of inactives mirror those of a sister screen read the other way
PostGolgi yeast: growth inhibition of a yeast mutant, post-Golgi transport screen; AID 739; 98,000 tested, 0.9% active; post-Golgi transport phenotypic cell assay; inhibition, % at 10 µM;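 note: yeast cells grown in 1536-well plates; yeast grown about 18 h at 30C before absorbance read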
CYP2C19 inhib: blocks human cytochrome P450 2C19; inhibition, % at 5 µM; P33261; CYP2C19 Supersomes, luciferin-H EGE luminescence, 30 min; 96,000 tested, 21% active; AID 778;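 active = CYP2C19 inhibition above a set limit at 5 µM in the primary screen, cut at about 50% in these data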;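 note: plate controls were negative control wells for no effect and 2.5 mM tranylcypromine positive control for full effect; values of inactives mirror those of a sister screen read the other way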
An asterisk follows results filed as active; nt = not tested or not shown. Cut-off read from the data, not from the text of the source, unless noted: active = inhibition above about 30%; inactive = the rest.

SMILES	hDAT+cocaine	S1P2 antag	CYP2C19 act	S1P2 ag	sEH inh	PostGolgi ctrl	sEH act	PostGolgi yeast	CYP2C19 inhib
CCCN=Cc1c(CCC)[nH]n(-c2nc3ccccc3s2)c1=O	1.84	-5.5	0.9	-5.7	-0.8	12.7	1.3	1.8	13.4
C=CCNC(=O)CN(c1cccc(Br)c1)S(C)(=O)=O	-0.0877	7.4	0.9	-6.9	-19.1	-0.8	16.7	-7.2	12.1
COc1ccc(/C=N/NC(=O)CSCC(=O)Nc2ccccc2)cc1OC	0.755	-7.3	1.1	-1.7	-2.1	-7.1	0.4	-4.5	-12.6
CCOCCCNc1nc(=S)[nH]c2cc(OC)c(OC)cc12	-0.0241	27.2	1.1	448.9*	9.7	5.3	-8.6	-6.3	-12.7
COCCN1C(=O)c2oc3ccccc3c(=O)c2C1c1ccc(O)c(OC)c1 (centres undefined)	0.713	nt	0.7	nt	nt	6.1	nt	-0.7	30.5
O=C1C2C3C=CC(C3)C2C(=O)N1/N=C/c1cn(Cc2ccc(F)cc2)c2ccccc12 (centres undefined)	0.826	18.7	0.8	-8.0	5.9	37.3*	-3.6	-11.0	21.6
NC(=O)c1ccc(OCC(F)(F)C(F)(F)C(F)(F)C(F)(F)C(F)(F)C(F)F)cc1	-0.669	1.9	0.4	-8.7	5.1	27.6	-3.8	-9.7	55.2*
COc1ccc(Cc2nnc(NC(=O)CSc3ccc(C)cc3)s2)cc1OC	-1.05	-0.4	1	-7.6	24.7	-4.7	-21.5	13.8	-2.9
Cc1cc(N2CCCCC2)nc2ccc(NC(=O)c3ccc(Br)o3)cc12	0.409	-5.0	0.1	-1.5	-6.9	-21.5	2.4	4.8	94.1*
CCCNC(=O)Cc1ncn[nH]1	-0.671	-14.5	0.9	-3.5	6.5	2.0	-5.1	1.1	9.7
CC(=O)N1CCCc2cc(S(=O)(=O)N(C)Cc3ccccc3)ccc21	1.46	4.8	0.9	-6.7	7.1	-0.1	-4.5	-3.9	12.1
Cc1ccccc1C(=O)c1cccn1CC(=O)NCCN1CCN(c2cccc(C)c2C)CC1	1.68	-7.5	0.2	-4.0	8.4	13.5	-5.5	1.2	83.3*
O=S(=O)(c1ccccc1Cl)N1CCCC1c1nc(-c2ccccc2Cl)no1 (centres undefined)	0.0162	12.9	0.4	-2.1	-4.5	11.9	7.0	-6.2	57.6*
CC(CCc1ccccc1)NC(=O)c1cccs1 (centres undefined)	-0.427	11.8	0.4	-3.2	11.4	16.2	-8.8	3.8	56.7*
C=CCNC(=O)c1nc2ccccc2s1	-0.816	11.1	nt	-5.8	2.0	nt	-1.4	nt	nt
Cc1cnc(NC(=O)CSc2nnc(COc3c(C)cccc3C)o2)s1	0.0368	10.1	1	-1.4	1.4	8.4	-1.5	0.7	-0.5
CCOC(=O)Cn1cc(C(=O)C2CC2)c2ccccc21	-1.11	-4.5	0.6	-2.2	14.3	21.8	-12.9	-9.4	38.5
COCCOC(=O)c1c(C)oc2ccc(O)c(CN3CCC(C)CC3)c12	-0.447	nt	0.5	nt	nt	11.7	nt	6.5	50.9*
Cc1ccc(Cn2nc(C)c(NC(=O)C3(C)CC3(Br)Br)c2C)cc1 (centres undefined)	0.556	-4.2	nt	-0.4	-9.6	nt	10.4	nt	nt
CCSCc1nnc(SCC(=O)c2ccc(OC)cc2)n1C	-0.633	-8.3	0.1	-2.3	4.4	-1.5	-4.7	-6.5	89.5*
O=C(O)CCCC(=O)Nc1cccc(-c2nc3ccccc3[nH]2)c1	0.313	6.2	1	-7.0	-1.1	30.6*	2.4	1.6	3.2
Cc1cc([N+](=O)[O-])nn1CC(=O)NNC(=S)Nc1ccc(Cl)cc1	-0.808	-17.0	0.9	-7.0	-3.1	14.1	6.5	-2.7	8.5
CCC(=O)Nc1ccc(SC#N)cc1C	0.262	18.0	0.8	-7.2	-4.2	5.4	7.3	-0.5	15.1
Cc1ccc(NC(=O)CSC2=C(C#N)C(c3ccco3)C3=C(CC(C)(C)CC3=O)N2)cc1 (centres undefined)	0.336	-9.7	0.1	-3.0	1.5	13.5	-0.1	3.4	92.8*
O=C(NCCN1CCOCC1)C1CCN(S(=O)(=O)N2CCCCC2)CC1	-0.0115	4.7	1	-10.2	nt	1.5	nt	3.0	4.1

Part of the list above with just CYP2C19 act, S1P2 ag and hDAT+cocaine.
Structure,CYP2C19 act,S1P2 ag,hDAT+cocaine
O=S(=O)(c1ccccc1Cl)N1CCCC1c1nc(-c2ccccc2Cl)no1 (centres undefined),0.4,-2.1,0.0162
CC(CCc1ccccc1)NC(=O)c1cccs1 (centres undefined),0.4,-3.2,-0.427
C=CCNC(=O)c1nc2ccccc2s1,nt,-5.8,-0.816
Cc1cnc(NC(=O)CSc2nnc(COc3c(C)cccc3C)o2)s1,1,-1.4,0.0368

(listing goes on)
SMILES	hDAT+cocaine	S1P2 antag	CYP2C19 act	S1P2 ag	sEH inh	PostGolgi ctrl	sEH act	PostGolgi yeast	CYP2C19 inhib
Cc1nnc(SC(C)C(=O)Nc2ccc3c(c2)OCCO3)s1 (centres undefined)	-0.936	-5.3	0.9	-9.8	nt	25.5	nt	-7.1	8.0
CCC(C)(C)n1nnnc1C(c1cc2cccc(C)c2[nH]c1=O)N1CCN(C(=O)c2ccco2)CC1 (centres undefined)	1.88	-8.5	0.7	-8.3	3.4	14.2	-3.1	16.7	26.8
OCCN1CCOCCN(CCO)CCN(CCO)CC1	0.377	-3.8	1.1	-0.9	nt	0.8	nt	22.2	-11.5
CCOC(=O)C1CCCN(C(=O)c2ccccc2SCCOC)C1 (centres undefined)	-0.215	-1.2	0.4	-4.1	6.1	8.7	-2.5	-3.4	61.3*
Fc1ccc(NCc2nnc(SCc3nnc(-c4ccccc4)o3)n2Cc2ccccc2)cc1	1.32	-0.1	0.2	-5.3	-9.9	29.9	10.0	46.2*	78.6*
Clc1cccc(Cl)c1CSc1nnc(-c2sccc2-n2cccc2)o1	0.347	-0.3	0.9	-6.5	-15.0	7.1	17.9	-4.8	10.4
O=C(Oc1cccc2ccccc12)c1ccco1	-0.467	4.0	1	0.3	-9.8	13.8	8.2	-6.6	3.7
CCOCC(=O)Nc1ccc(-c2cn3cccnc3n2)cc1	-0.00729	1.2	0.9	-2.5	0.2	16.8	-0.9	-19.6	5.7
CCOc1ccc2nc(SC3CC(=O)N(c4ccc(OC)cc4)C3=O)sc2c1 (centres undefined)	-1.62	-12.2	0.8	-2.8	6.5	18.3	-3.5	-7.0	15.7
CSCCC(NC(=O)c1cc(C(C)(C)C)oc1C)C(=O)O (centres undefined)	-0.655	nt	0.9	nt	nt	20.5	nt	-1.8	9.4
Cc1ccc(C)n1-c1cccc(N)c1	0.0643	12.8	1	-2.8	-5.8	12.2	6.0	0.7	3.2
Cc1ccc(CN2C(=O)C(C)(C)Oc3ccc(C(=O)N4CCCCC4)cc32)cc1	1.58	-8.1	0.7	-3.4	-19.2	25.5	18.5	-15.7	29.6
CC(=O)NC(c1ccc(F)cc1)c1cccnc1 (centres undefined)	0.0857	-2.7	nt	-5.4	3.3	nt	0.2	nt	nt
CCC(COC(=O)Nc1cccc(C)c1C)NC(=O)OCC(C)C (centres undefined)	1.63	-9.1	0	-6.6	4.2	-9.4	-4.8	-10.8	95.8*
O=CN1CCN(C(=O)c2ccccc2Cl)CC1	-0.748	17.6	1	-3.5	-0.4	1.5	-0.5	-1.6	4.9
COc1ccc(Cc2c(N)nc(N)nc2N)cc1	0.0135	-3.1	0.9	-5.8	-5.3	2.8	8.2	4.0	5.6
N#CC1=C2N=C(N)c3c(sc4c3CCCCC4)N2C2=C(C(=O)CCC2)C1c1ccccc1 (centres undefined)	1.28	4.5	0.9	-15.0	11.7	4.9	-11.0	3.8	12.0
Cc1noc(C)c1C(=O)NCCCN1CCCC1=O	0.285	9.0	1.1	-3.6	-1.9	-7.6	2.6	1.2	-12.8
O=C(OCc1ccc(F)cc1Cl)c1ccccn1	-0.659	13.8	0.2	-2.2	0.7	0.5	0.7	-0.3	80.2*
Cc1ccc(-n2nnnc2SCCNS(=O)(=O)c2ccccc2)cc1C	-0.234	-2.7	0.3	-2.2	16.6	14.6	-17.7	-10.7	74.6*
N#Cc1ccc(-c2ccc3c(c2)OCO3)nc1SCC(=O)OCc1ccccc1	-1.51	-13.4	1.2	-0.1	0.8	10.1	-1.3	-2.2	-24.0
COc1ccc(S(=O)(=O)N2CCCN(S(=O)(=O)c3ccc(OC)cc3C)CC2)c(C)c1	-0.557	nt	0.8	nt	nt	6.7	nt	-2.3	22.6
O=C(CN1CCOCC1)N1CCN(C(=O)CN2CCOCC2)CC1	nt	-5.5	nt	-1.2	-3.5	nt	5.0	nt	nt
COc1cccc(-c2cc(C(=O)Nc3cc(C)on3)no2)c1	-0.0994	8.0	1.1	-4.8	-7.2	0.0	6.7	2.2	-12.2
CCn1c(=N)n(CC(=O)c2ccco2)c2ccccc21	0.5	8.5	1.1	-2.6	2.3	2.1	-6.4	-1.6	-9.6

S1P2 ag, entries above that show a hit.
molecule	hDAT+cocaine	S1P2 antag	CYP2C19 act	S1P2 ag	sEH inh	sEH act	CYP2C19 inhib
CCOCCCNc1nc(=S)[nH]c2cc(OC)c(OC)cc12	-0.0241	27.2	1.1	448.9*	9.7	-8.6	-12.7

Going on with the list:
SMILES	hDAT+cocaine	S1P2 antag	CYP2C19 act	S1P2 ag	sEH inh	PostGolgi ctrl	sEH act	PostGolgi yeast	CYP2C19 inhib
Cc1ccc(Nc2ncnc3sc(C)c(C)c23)cc1C	0.573	-13.1	0.7	-5.0	-0.7	4.4	-1.3	6.7	27.2
COC(=O)CCCCCC(CCC(=O)OC)NC(C)=O (centres undefined)	-0.882	-4.0	1	-2.8	2.6	-8.9	-3.1	-2.6	-1.0
O=c1cc(CSc2ccc(Cl)cc2)nc(N2CCCCC2)[nH]1	0.487	-10.9	1	-2.3	18.4	12.9	-17.8	4.6	4.6
Cc1ccc(C)c2nc(SCC(=O)NCc3cccs3)c(C#N)cc12	0.985	4.8	0.9	-5.3	1.6	0.3	-2.8	-7.1	6.3
COc1cc(/C=N\Nc2ccc([N+](=O)[O-])cc2)ccc1OCC(=O)Nc1ccc(C)c(C)c1	nt	17.5	1	-3.9	-0.5	17.0	0.7	-23.5	3.5
CCOc1cc2c(cc1OCC)C(C(=O)O)C(c1ccc(OC)c(O)c1)N(C)C2=O (centres undefined)	-0.00902	2.7	1.1	-9.1	nt	12.8	nt	-2.5	-11.4
OCc1cn(-c2ccccc2)nc1-c1ccc2c(c1)OCCO2	-1.02	-6.4	0.8	3.8	-2.4	13.0	0.6	-6.8	20.2
O=C(NCCOc1ccccc1)c1n[nH]c(=O)c2ccccc12	-1.33	-9.9	0.9	-3.9	-18.5	5.7	18.6	-6.5	6.5
CCCC(=O)CN1C(=O)C2(OCCO2)c2ccccc21	-1.87	nt	0.9	nt	nt	7.3	nt	-2.7	5.9
CN(Cc1ccco1)C(=O)C(Cc1ccccc1)NS(=O)(=O)c1ccc2c(c1)CCC(=O)N2 (centres undefined)	0.0234	-5.0	0.4	-0.9	15.2	11.8	-15.8	2.7	55.9*
CCCOC(=O)c1ccc(NC(=O)c2cnccn2)cc1	-0.025	18.4	0.9	-3.3	-4.2	-1.3	7.3	-4.4	9.8
COc1ccc(OC)c(CCNC(=O)Cn2sc3nc(C)cc(C)c3c2=O)c1	0.225	-18.1	0.8	-7.1	18.5	1.6	-15.5	-6.7	21.6
CCCC(=O)N1CCN(c2ccc(NC(=O)c3cc4ccccc4o3)cc2Cl)CC1	1.82	76.2*	0.2	-5.7	7.0	50.1*	-2.9	86.4*	80.6*
COc1ccc(CCNC(=O)c2oc3ccc(S(=O)(=O)N4CCOCC4)cc3c2C)cc1OC	0.58	10.5	0.7	-4.8	12.1	4.7	-9.7	8.7	32.8
CCCn1nnnc1SCC(=O)c1ccc(NC(C)=O)cc1	0.678	22.8	0.7	-7.3	-3.7	8.3	3.2	-3.4	29.3
CC(=O)N1CCC(N(C(=O)Nc2ccc(F)cc2)C2CCCC2)CC1	-1.31	-9.2	1.1	-1.8	-1.8	6.8	1.0	-0.2	-10.8
O=C(c1ccc(Oc2ccccc2)cc1)c1nc2c(n1O)CCCC2	0.0609	-9.2	0.8	-3.3	13.6	14.7	-14.8	-2.0	15.5

Compounds as they come. About 24% of those tested had a hit in this group.
